BH1578 lux ind: inducers of Vibrio cholerae quorum light production without autoinducers, primary screen, BH1578 luxS cqsA deficient, single point; 350,000 tested, 0.16% active; V. cholerae BH1578 lux reporter, luminescence, 6 h; activation, % at 18.7 µM; in the data active = activation mostly above about 9.7%, no sharp cut-off; note: not every result past the cut was called active; inactives centre near 0; reference of the scale not given here
VHR inh abs: VHR1 phosphatase inhibitors, primary screen, biochemical, absorbance, uHTS; recombinant VHR phosphatase, pNPP absorbance; inhibition, % at 13.3 µM; 290,000 tested, 0.52% active; AID 1654, 2009; in the data active = inhibition above about 50%; note: some compounds called inactive have numbers as strong as hits
Target sequence (P51452 whole entry, looked up): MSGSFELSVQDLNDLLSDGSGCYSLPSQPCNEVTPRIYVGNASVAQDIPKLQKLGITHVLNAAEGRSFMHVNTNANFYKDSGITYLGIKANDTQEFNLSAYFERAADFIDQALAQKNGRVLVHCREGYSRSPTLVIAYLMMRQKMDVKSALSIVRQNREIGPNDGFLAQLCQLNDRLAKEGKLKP
PrPC surface inh: inhibitors of human cell surface prion protein PrPC, primary screen, cell-based, TR-FRET. Major prion protein (Homo sapiens), P04156. TR-FRET read-out. inhibition, % at 13.8 µM. 370,000 tested, 0.43% active. AID 720596, 2013; in the data active = inhibition above about 24%; note: 0% = median of the test wells and 100% = reference compound wells
PriA SSB inh: inhibitors of Klebsiella pneumoniae PriA binding to SSB C-terminal tail, primary screen, biochemical, AlphaScreen; PriA–SSB C-terminal tail interaction (Klebsiella pneumoniae); AlphaScreen SSBct-PriA binding, biotinylated peptide; inhibition, % at 33 µM; 430,000 tested, 0.6% active; in the data active = inhibition mostly above about 37%, no sharp cut-off; inactive = mostly below about 20%;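 note: plate controls were negative control peptide for no effect and reference peptide for full effect; strong numbers were not always called active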
Y pestis TopoI: Yersinia pestis topoisomerase I inhibitors, primary screen, biochemical, cleavage product accumulation, plate reader, single point | DNA topoisomerase I (Yersinia pestis CO92) | Y. pestis Topo-I cleavage product accumulation | activity, % at 10 µM | 360,000 tested, 0.064% active | AID 504884, 2011; in the data active = activity above about 50%, passing the limit was not always enough; note: inactives centre near 2
CCHF vOTU inh: CCHFV vOTU protease inhibitors, primary screen, biochemical, Pep-AMC substrate, fluorescence. inhibition, % at 11.5 µM. 370,000 tested, 0.55% active. AID 651958, 2012; in the data active = inhibition above about 30%; note: 0% = vehicle wells with enzyme and 100% = no enzyme wells
TcdB inh: TcdB glycohydrolase inhibitors, primary screen, biochemical, single point, plate reader; inhibition, % at 9.99 µM; 350,000 tested, 0.24% active; TcdB glycohydrolase enzymatic assay; Toxin B (Clostridioides difficile), P18177; AID 652162, 2013; in the data active = inhibition above about 10%
SARS 3CLpro inh: SARS-CoV 3CLpro protease inhibitors, primary screen, biochemical, quenched FRET; Replicase polyprotein 1ab (Severe acute respiratory syndrome coronavirus), P0C6X7; recombinant SARS-CoV 3CLpro, quenched FRET peptide cleavage; inhibition, % at 6 µM; 290,000 tested, 0.14% active; AID 1706, 2009; in the data active = inhibition above about 12%
Rv3671c inh: Rv3671c serine protease inhibitors, primary screen, biochemical, fluorescence polarization, M. tuberculosis H37Rv; inhibition, % at 5.96 µM; 320,000 tested, 0.048% active; AID 2606, 2010; in the data active = inhibition above about 38%;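 note: extracellular domain of Rv3671c used as enzyme; 0% = enzyme with DMSO and 100% = no enzyme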
Target sequence (P9WHR9 whole entry, looked up, the tested form may be a part): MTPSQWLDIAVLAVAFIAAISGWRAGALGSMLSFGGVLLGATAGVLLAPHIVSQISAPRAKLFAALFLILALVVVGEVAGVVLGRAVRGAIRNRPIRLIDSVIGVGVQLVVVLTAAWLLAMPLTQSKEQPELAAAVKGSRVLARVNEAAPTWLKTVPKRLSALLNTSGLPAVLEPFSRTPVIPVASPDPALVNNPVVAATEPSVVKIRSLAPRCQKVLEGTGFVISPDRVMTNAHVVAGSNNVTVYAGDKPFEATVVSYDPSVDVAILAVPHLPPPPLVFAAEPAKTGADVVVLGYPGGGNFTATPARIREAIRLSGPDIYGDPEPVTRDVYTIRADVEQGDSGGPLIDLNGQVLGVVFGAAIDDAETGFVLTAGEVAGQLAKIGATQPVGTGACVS
MazF activator: activators of E. coli MazEF toxin-antitoxin RNase, primary screen, biochemical, fluorescence, uHTS. Endoribonuclease toxin MazF (Escherichia coli (strain K12)), P0AE70. FAM/BHQ RNA-DNA oligo cleavage fluorescence, 5 h. activation, % at 20 µM. 350,000 tested, 0.32% active; in the data active = activation above about 50%
Target sequence (P0AE70 whole entry, looked up): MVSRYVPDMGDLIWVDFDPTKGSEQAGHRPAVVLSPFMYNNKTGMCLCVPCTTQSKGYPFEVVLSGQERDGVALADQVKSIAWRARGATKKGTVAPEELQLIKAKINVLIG
Numbers without * were called inactive; i = inactive; . = not tested or not shown. A portion of the library; count on the stated rates, not on these rows.

SMILES	BH1578 lux ind	VHR inh abs	PrPC surface inh	PriA SSB inh	Y pestis TopoI	CCHF vOTU inh	TcdB inh	SARS 3CLpro inh	Rv3671c inh	MazF activator
COc1ccc(C(=O)CSc2nnc(CC(=O)Nc3ccccc3OC)n2C)cc1	-2.9	37	-1	6	18	1	0.9	3	4	5
O=C(C1CCN(C2CCN(C/C=C/c3ccccc3)CC2)CC1)N1CCOCC1	-0.1	22	-1	4	8	-8	1.4	1	1	-11
Cc1ccc(-c2ccc(CN3C(CC(C)C)C(=O)N(Cc4cn(Cc5ccco5)nn4)CCS3(=O)=O)cc2)cc1 (stereo unspecified)	i	.	-6	.	14	-2	-1.0	.	.	3
CC1(c2ccccc2)NC(=O)N(CC(=O)Nc2ccc(S(N)(=O)=O)cc2)C1=O (stereo unspecified)	-0.4	36	2	8	-4	6	-0.8	2	-3	13
O=C(CCCSc1nc2ccccc2s1)NC1=NCCS1	i	23	7	-14	-11	-8	.	2	0	5
O=C(NN1C(=O)NC2(CCCCC2)C1=O)c1cc2cc(Cl)ccc2o1	i	.	-5	-12	-3	4	1.4	.	-3	1
Cc1ccc(NC(=O)CN2C(=O)COc3ccc(C)cc32)nc1	-0.2	25	0	-1	4	-5	.	-5	-7	6
CCC(C)C(=O)Nc1nnc(SCC(=O)NC2CCCC2)s1 (stereo unspecified)	-0.1	26	4	-15	-10	2	0.8	7	7	6
CCOC(=O)C1(Cc2ccccc2)CCCN(C2CCN(C(C)=O)CC2)C1 (stereo unspecified)	-0.2	17	0	-2	9	12	1.9	1	-12	-19
C=C(C)CNC(=S)N/N=C(\C)c1cccc(NC(C)=O)c1	-0.4	36	0	.	5	-2	1.2	5	.	7

Complete entries, looked up by structure:
Record of `O=C(CCCSc1nc2ccccc2s1)NC1=NCCS1` : BH1578 lux ind: i; VHR inh abs: 23; PrPC surface inh: 7; PriA SSB inh: -14; Y pestis TopoI: -11; CCHF vOTU inh: -8; TcdB inh: .; SARS 3CLpro inh: 2; Rv3671c inh: 0; MazF activator: 5
Record of `C=C(C)CNC(=S)N/N=C(\C)c1cccc(NC(C)=O)c1` : BH1578 lux ind: -0.4; VHR inh abs: 36; PrPC surface inh: 0; PriA SSB inh: .; Y pestis TopoI: 5; CCHF vOTU inh: -2; TcdB inh: 1.2; SARS 3CLpro inh: 5; Rv3671c inh: .; MazF activator: 7

Going on with the list.
SMILES	BH1578 lux ind	VHR inh abs	PrPC surface inh	PriA SSB inh	Y pestis TopoI	CCHF vOTU inh	TcdB inh	SARS 3CLpro inh	Rv3671c inh	MazF activator
CC(=O)C(/C=N/c1ncc(C(F)(F)F)cc1Cl)=C(\C)O	i	12	-5	.	6	-3	2.5	4	5	-16
COc1ccc(/C=C(/NC(=O)c2ccccc2)C(=O)NCCCn2ccnc2)cc1OC	-0.4	16	-6	-10	3	11	1.3	-3	-7	13
CCC(C)[C@H](NC(=O)Nc1ccc(C)cc1C)C(=O)O (stereo partly specified)	i	23	-3	-12	1	-14	0.5	4	3	-1
O=C(NCCO)C1COc2ccccc2O1 (stereo unspecified)	-0.4	12	1	-12	-3	-6	-0.2	0	8	4
O=C(CCCc1ccccc1)Nc1ccnn1C1CCN(Cc2ccccc2F)CC1	i	26	3	-9	20	16	1.1	-2	2	3
CC1(c2ccc(OC(F)F)cc2)NC(=O)N(CC(=O)Nc2ccc(Cl)cc2F)C1=O (stereo unspecified)	-0.2	-22	-6	-6	-4	3	1.7	-10	-5	7
CSc1ncc(Cl)c(C(=O)Nc2sc3c(c2C(=O)NCc2ccco2)CCCC3)n1	.	4	-1	.	.	7	1.4	5	.	.
CC(C)CN1C(=O)c2ccc(C(=O)Nc3ccccc3C(=O)O)cc2C1=O	1.5	-10	4	11	-3	6	-1.0	3	-18	5
COc1ccc(COCC(O)CN2CCN(S(=O)(=O)c3ccc(C(C)C)cc3)CC2)cc1 (stereo unspecified)	i	.	-5	2	33	15	0.0	.	1	-2
CN1CCC[C@@H]1CCNC(=O)c1c(-c2ccc3c(c2)OCO3)noc1-c1ccsc1	i	.	-4	-12	-8	-5	-0.1	.	-5	-5
Cc1c(Br)c(=O)oc2c(Br)c(O)c(O)cc12	4.2	42	-5	0	-3	-22	-4.1	1	24	2
N#Cc1ccccc1NCc1ccccc1	-0.6	-8	11	-15	0	11	.	-1	5	3
Cc1ccc(-n2ncc3c2CCCC3NC(=O)CCCN2CCCC2=O)cc1C (stereo unspecified)	.	14	2	16	5	3	1.3	0	7	9
CCCCc1c(C)nc(Nc2ccc(OC)cc2)[nH]c1=O	0.1	7	-3	0	-7	6	.	2	-1	3
COc1ccc(-c2nc(N3CCC(C)CC3)[nH]c(=O)c2C#N)cc1	-0.5	9	-9	-1	-1	14	2.9	-2	1	0
COCCNC(=O)C(C)Oc1ccccc1 (stereo unspecified)	-0.3	7	0	-7	-9	13	0.6	3	2	-4
CCOC(=O)c1cnc(-n2nc(C)cc2C)nc1Oc1ccc(C(=O)OC)cc1	-1.4	-8	6	-11	1	7	1.6	-3	-6	10
CN1C(=O)CC(N2CCN(c3ccc(Cl)cc3)CC2)C1=O (stereo unspecified)	-0.4	-7	-7	-6	2	-10	2.4	2	-14	-4
CCCN1CCN(C(=O)c2cccc3c2C(=O)N(CCOC)C3)CC1	-0.8	34	2	-7	-8	-6	-1.3	-2	-1	8
CCCCN(C(=O)c1cc(-c2ccncc2)nc2ccccc12)c1c(N)n(CC(C)C)c(=O)[nH]c1=O	i	.	8	9	8	18	0.8	.	-6	6
COc1cc(CCCN2C(=S)NC[C@H]2Cc2ccc(O)cc2)cc(OC)c1OC	-0.3	7	0	5	3	-9	0.2	-3	-8	5
O=C(N/N=C/c1ccc2c(c1)OCO2)c1sc2cc(Cl)ccc2c1Cl	-3.4	-4	2	.	10	-2	.	1	-10	-16
Cc1ccc(NC(=O)COC(=O)c2nn(C)cc2Cl)cc1	-0.4	65	1	2	6	8	-0.9	-8	-5	7
CCCCCC(=O)N1C[C@@H](n2cc(COC(=O)c3ccccc3)nn2)[C@H](O)C[C@@H]1c1ccccc1	i	.	-1	.	27	7	-0.2	.	.	-5
COc1ccc(OC)c(NC(=O)CN2CCC(C(=O)c3ccc(C)cc3)CC2)c1	i	17	10	15	-2	10	.	1	1	-9
Cc1ccc(NC(=O)Cn2c(=O)n(CCCCC(=O)NCc3ccco3)c(=O)c3ccccc32)cc1	-0.3	20	9	2	3	10	.	2	-16	-11
Cc1c(C(=O)NCc2ccccc2)c(-c2ccccc2)nn1-c1ccccc1	-2.8	27	6	-5	26	-6	.	3	-1	-7
C#CCN(C[C@H]1[C@H](OC(=O)Nc2cccs2)[C@H](OC(=O)Nc2cccs2)C[C@H]2C(=O)N(c3ccccc3)C(=O)[C@@H]12)S(=O)(=O)c1ccc(C)cc1	-0.5	.	-2	.	25	22	0.0	.	.	-4
O=C(Cn1c(=O)[nH]c2ccsc2c1=O)NC1CCCCC1	-0.3	11	-4	-10	-1	-5	.	-2	0	8
COc1ccc(CN=C2NC(=O)CC(C(=O)Nc3ccc(F)cc3)S2)cc1 (stereo unspecified)	-0.3	9	4	-1	7	27	.	1	-19	4
Cc1cc(C(F)(F)F)n2ncc(-c3cccc(Br)c3)c2n1	-0.9	12	-5	-9	3	10	0.3	-1	2	2
CN(CC(=O)Nc1ccc(F)cc1)C(=O)c1cc2c(s1)CCCCC2	-0.4	.	1	0	8	-4	1.2	.	9	-1
Cc1ccc2nc(C)c(C(=O)NN=C3CCCCCC3)n2c1	i	15	3	-16	-3	16	-2.9	0	6	-5
O=C(CSc1cccc[n+]1[O-])N1CCc2ccccc21	-0.3	31	-1	-6	1	-11	0.0	3	13	1
COc1cc(/C=N\NC(=O)c2ccc(=O)[nH]n2)cc(OC)c1OC	i	22	-2	.	-5	14	.	2	2	0
Cc1ccc2c(c1)NC(=O)C(CC(=O)NCc1cccnc1)O2 (stereo unspecified)	i	25	-5	-1	-1	-5	0.3	-4	8	1
COc1cccc(NC(=O)Nc2nnc(N3C(C)CCCC3C)s2)c1 (stereo unspecified)	-0.2	2	3	-12	-6	-11	1.1	6	1	14
O=[N+]([O-])c1cc(C(F)(F)F)ccc1Sc1ccc2ccccc2n1	-0.4	25	5	-2	0	-9	1.8	6	6	8
CC(C)(C)OC(=O)C[C@@H]1C/C=C\C[C@H](CC(=O)N[C@H](CO)Cc2ccccc2)C(=O)N[C@H](C(C)(C)C)COC1=O	-1.0	.	-9	-7	14	10	1.6	.	9	-5
CCCS(=O)(=O)c1nc(C)cc(C)c1S(C)(=O)=O	0.7	-9	1	-6	-9	-11	1.8	4	12	12

Copied from the list.
O=C(NCCO)C1COc2ccccc2O1 (stereo unspecified) – Rv3671c inh: 8
O=C(N/N=C/c1ccc2c(c1)OCO2)c1sc2cc(Cl)ccc2c1Cl – SARS 3CLpro inh: 1
CCOC(=O)C1(Cc2ccccc2)CCCN(C2CCN(C(C)=O)CC2)C1 (stereo unspecified) – SARS 3CLpro inh: 1

Next section
SMILES	BH1578 lux ind	VHR inh abs	PrPC surface inh	PriA SSB inh	Y pestis TopoI	CCHF vOTU inh	TcdB inh	SARS 3CLpro inh	Rv3671c inh	MazF activator
CCC(C)NC(=O)CSc1nnc(-c2ccoc2C)n1CC1CCCO1 (stereo unspecified)	i	19	12	-3	-7	-2	.	1	6	2
COc1cccc(C(c2c(O)nc(SC)n(C)c2=O)c2c(O)nc(SC)n(C)c2=O)c1	-2.0	17	11	1	-7	19	.	3	-2	0
CN(C(=O)CSc1ccncc1)C1CCCN(Cc2ccccc2F)C1 (stereo unspecified)	i	4	0	-6	-7	1	-4.2	3	-2	-3
COc1ccc(OC)c(-c2cc(C(=O)Nc3cc(C)n(Cc4ccc(Cl)cc4)n3)no2)c1	-0.3	4	7	6	0	4	.	4	0	-28
COc1ccc(CCNC(=O)COC(=O)CSc2ccc(C(N)=O)cc2[N+](=O)[O-])cc1OC	7.1	.	-16	2	-12	5	1.2	.	.	0
COc1ccc(OC)c(/C=N/N(CCC#N)C2=NS(=O)(=O)c3ccccc32)c1	i	10	8	.	-4	-3	1.0	-5	9	3
COc1ccc(-c2csc(NC(=O)CN3C(=O)C4CC=CCC4C3=O)n2)cc1 (stereo unspecified)	i	.	-8	9	3	7	0.6	.	-10	-5
COC(=O)Cc1cc(=O)oc2cc(O)ccc12	-0.3	15	-9	-8	7	-320	1.7	0	12	4
O=C(CSc1nc2ccccc2s1)NCc1cc([N+](=O)[O-])ccc1O	1.4	.	-1	-9	-6	6	-0.9	.	-6	-6
Cc1nn(C)c(C)c1NC(=O)Nc1cccc(C(F)(F)F)c1	-0.3	31	-7	1	3	11	.	-5	5	-4
C/C(=N\NC(=O)c1cccc([N+](=O)[O-])c1)c1cccc(NC(=O)C2CC2)c1	i	18	-16	.	0	-1	0.7	4	0	1
Cn1c(SCc2nc(-c3ccccc3)no2)nnc1-c1ccco1	-3.4	21	2	-12	9	10	.	-1	9	-1
Cc1ccccc1Nc1nc(-c2ccccc2)c(C(=O)Nc2cccnc2)s1	-0.2	39	1	-11	3	-6	2.1	4	-4	2
CCn1cc(C(=O)N2CCCC2)c(=O)c2cc(S(=O)(=O)N3CCC(C)CC3)ccc21	-0.3	6	3	4	-9	11	0.9	0	-4	9
Cc1nn(C)cc1C(=O)NNC(=S)Nc1ccc(Cl)cc1	i	17	-1	2	-13	-3	.	-3	8	6
CCOC(=O)c1ccc(NC(=O)N2C[C@@H]3C[C@@H](C2)c2cccc(=O)n2C3)cc1	0.8	25	0	.	3	7	2.3	-3	-1	-1
COc1ccc(NC(=O)Cn2c(C)csc2=O)c(OC)c1	i	.	9	-3	-4	1	0.6	.	1	-14
CCn1c2ccc(C)cc2c2nc3cc(C(=O)O)ccc3nc21	i	8	-4	-2	0	-4	.	1	4	-3

Compound activity: PubChem BioAssay, several laboratories
